# FLuc counter: counter-screen for miR-21 project: firefly luciferase inhibitors or activators; P08659; purified FLuc, Km substrates, luminescence inhibition; Potency, µM (top dose mostly 57.5 µM), inactives show at the top dose activity change, negative = inhibition, actives largely listed as inhibitors; hit rate 6.9% among 360,000;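 further: potency means the concentration at half of the fitted maximal effect; plate controls were vehicle for no effect and reference inhibitor for full effect; nearly all actives have a fitted effect of over 55% in size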
#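 Purified P. pyralis luciferase, 10 nM final, with Km-level 10 uM D-luciferin and 10 uM ATP in 50 mM Tris acetate pH 7.5, 10 mM Mg acetate, 0.01% Tween-20, 0.05% BSA; 6-point qHTS titration about 60 µM downward; luminescence read.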
# Mito fusion act: inhibitors of mitochondrial division or activators of mitochondrial fusion. hit rate 0.23% among 320,000. S. cerevisiae fusion-defective mutant growth rescue, CellTiterGlo 48 h. Potency, µM (series often up to 46.1 µM), without a hit: at the highest dose growth rescue (activation), hits mostly activators;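 further: potency means the concentration at half of the fitted maximal effect; % of control where 0% means no effect; nearly all actives have a fitted effect of over 45% in size; temperature-sensitive fusion mutants such as fzo1-1 at 37 °C on non-fermentable ethanol glycerol medium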
#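 Luminescent cell viability in 1536-well qHTS format served as the measure of rescued growth in ts fusion-mutant S. cerevisiae cultured on non-fermentable YPEG for 48 hours at 37C.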
# Gal4-VP16 FLuc: counter-screen for ROR gamma inhibitors: Gal4-VP16 reporter | Drosophila S2 Gal4-VP16 UAS-luciferase, luminescence, 20 h | Potency, µM (series often up to 53.6 µM), for the others: top-dose activity, negative = inhibition, most hits filed as inhibitors | hit rate 3.5% among 310,000 | AID 2546;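 further: Gal4-VP16 expression switched on by copper sulfate through the metallothionein promoter; potency means the concentration at half of the fitted maximal effect; on the % scale 0 is the no-effect control and ±100 the full control effect; nearly all actives have a fitted effect of over 50% in size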
# MBNL1 CUG block: inhibitors of human MBNL1 binding to CUG repeat RNA; Q9NR56; TR-FRET MBNL1-His/biotin-(CUG)12 binding, 665/545 ratio; Potency, µM (series often up to 57.5 µM), inactives show at the top dose activity change, negative = inhibition, usual class: inhibitors; hit rate 0.036% among 280,000; AID 2675; active means well fitted inhibition curve with a large enough effect in the signal ratio, with a control signal flat, not every such curve was filed as active; inconclusive means small, poorly fitted or top-dose-only effect, or effect the other way, or a change in a side signal; inactive means no such curve, though single readings can be large or run the other way; the % refers to the signal ratio; further: potency means the concentration at half of the fitted maximal effect; on the % scale 0 is the no-effect control and ±100 the full control effect
# Target sequence (Q9NR56 whole entry, looked up): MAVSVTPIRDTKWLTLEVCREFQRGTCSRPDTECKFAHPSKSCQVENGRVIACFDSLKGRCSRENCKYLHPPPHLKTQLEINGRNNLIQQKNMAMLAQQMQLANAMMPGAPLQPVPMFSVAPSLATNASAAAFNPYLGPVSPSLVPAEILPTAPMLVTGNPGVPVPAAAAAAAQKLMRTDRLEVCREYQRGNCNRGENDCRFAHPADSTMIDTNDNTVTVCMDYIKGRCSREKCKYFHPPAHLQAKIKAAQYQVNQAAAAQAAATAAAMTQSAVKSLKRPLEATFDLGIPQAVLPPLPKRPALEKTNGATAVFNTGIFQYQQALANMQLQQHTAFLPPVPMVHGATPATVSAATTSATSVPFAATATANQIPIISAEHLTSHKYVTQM
#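 TR-FRET readout: Ex 340 nm, 665/545 nm emission ratio, normalized to buffer-only (basal) and MBNL1-(CUG)12 controls. Complex of MBNL1-His with Biotin-(CUG)12, compounds 92 nM–58 uM, incubated 60 min at room temperature.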
# Rab9 promoter act: Rab9 promoter activation | hit rate 2.8% among 320,000 | AID 485297 | Huh7 Rab9 promoter-luciferase reporter, luminescence, 24 h | Potency, µM (highest dose often 9.22 µM), without a hit: at the highest dose activation, negative = inhibition, hits mostly activators; further: potency means the concentration at half of the fitted maximal effect; % of control where 0% means no effect; nearly all actives have a fitted effect of over 60% in size
#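 Quantitative HTS format; Huh7 Rab9-luciferase reporter cells (1500/well) receive compound 2 h post-plating, incubate 24 h at 37 °C, then get luciferase reagent for 10 min before luminescence reading.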
# KCNH2 3.1 block: KCNH2 3.1 (human) potassium channel inhibition; hit rate 0.95% among 340,000; U2OS KCNH2 3.1, thallium flux FluxOr; hits give low values; activity change, % (tested at about 1.8 µM); AID 720553;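 active means maximum activity change below -70%; inconclusive means maximum activity change from -70% to -50%; inactive means maximum activity change above -50%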;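 further: thallium influx rate constant from kinetic fluorescence after stimulation buffer; on the % scale 0 is the no-effect control and ±100 the full control effect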
#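 U2OS cells transduced with KCNH2 3.1 mutant virus (1.77 x 10^8 /mL, 4 h), plated overnight at 37 C, loaded 45 min with FluxOr dye plus Red40 quencher. Thallium flux rate constant from kinetic reads after stimulation buffer, normalised to controls.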
# Menin-MLL TR inh: menin-MLL binding inhibition, Texas Red mutant peptide. O00255. Menin + Texas Red MLL mutant peptide, fluorescence polarization. Potency, µM (top dose mostly 61.6 µM), for inactives: top-dose FP activity change, negative = inhibition, actives largely listed as inhibitors. hit rate 0.23% among 270,000; active means well fitted inhibition curve with a large enough effect in the polarisation, with a control signal flat, not every such curve was filed as active; inconclusive means small, poorly fitted or top-dose-only effect, or effect the other way, or a change in a side signal; inactive means no such curve, though single readings can be large or run the other way; the % refers to the polarisation; further: potency means the concentration at half of the fitted maximal effect; % of control where 0% means no effect; many of its hits are not listed in these tables
# Target sequence (O00255 whole entry, looked up): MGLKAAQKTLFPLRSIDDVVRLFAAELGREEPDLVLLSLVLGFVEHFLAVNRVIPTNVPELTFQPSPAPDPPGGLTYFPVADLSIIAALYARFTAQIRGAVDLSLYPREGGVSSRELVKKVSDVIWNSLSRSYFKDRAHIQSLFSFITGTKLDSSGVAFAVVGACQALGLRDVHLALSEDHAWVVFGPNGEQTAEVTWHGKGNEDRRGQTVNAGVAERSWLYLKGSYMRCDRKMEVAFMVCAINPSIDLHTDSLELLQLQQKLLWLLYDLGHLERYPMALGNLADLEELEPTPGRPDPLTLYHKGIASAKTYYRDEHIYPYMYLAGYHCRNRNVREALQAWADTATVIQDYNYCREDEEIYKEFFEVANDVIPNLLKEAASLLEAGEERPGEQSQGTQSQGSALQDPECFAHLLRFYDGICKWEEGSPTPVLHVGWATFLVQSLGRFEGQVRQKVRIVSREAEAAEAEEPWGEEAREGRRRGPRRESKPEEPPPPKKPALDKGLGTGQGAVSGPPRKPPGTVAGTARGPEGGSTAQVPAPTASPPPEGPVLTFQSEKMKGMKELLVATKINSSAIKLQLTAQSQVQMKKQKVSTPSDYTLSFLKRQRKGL
# RORgamma inh: blocks mouse ROR gamma transcriptional activity. Drosophila S2 Gal4-RORgamma UAS-luciferase reporter, 20 h. AID 2551. Potency, µM (highest dose often 53.6 µM), for the others: at the highest dose activity change, negative = inhibition, most hits filed as inhibitors. hit rate 5.4% among 310,000. P51450; further: potency means the concentration at half of the fitted maximal effect; on the % scale 0 is the no-effect control and ±100 the full control effect; nearly all actives have a fitted effect of over 60% in size
#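 Stable Schneider cell line, Gal4 DNA-binding domain fused to ROR gamma, UAS-luciferase. Cmpd 1 hr RT → CuSO4 700 uM final → 20 hr RT → luciferase reagent 10 min → luminescence.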
# ELG1 repair inh: ELG1-dependent DNA repair inhibition; HEK293T ELG1-luciferase reporter, luminescence, 16 h; DNA damage induced by 5-fluorouridine; Potency, µM (highest dose often 46.1 µM), for inactives: top-dose activity change, negative = inhibition, most hits filed as inhibitors; hit rate 2.3% among 330,000; AID 504467; further: potency means the concentration at half of the fitted maximal effect; on the % scale 0 is the no-effect control and ±100 the full control effect; nearly all actives have a fitted effect of over 55% in size
#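 Luminescence from the luciferase reporter, measured 30 min after ONE-Glo reagent at room temperature, was the read-out. Beforehand, 2,000 cells per well were exposed for 16 hr at 37 °C to 5-fluorouridine together with compound or vehicle.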
# PKM2 activator: PKM2 (human) enzyme activation; P14618; purified PKM2, Kinase-Glo ATP luminescence, activation; response scale: 0% is enzyme alone, no compound; Potency, µM (titrated, usually from 57.5 µM), for the others: top-dose activation, most hits filed as activators; hit rate 0.34% among 260,000; AID 1631; further: potency means the concentration at half of the fitted maximal effect; on the % scale 0 is the no-effect control and ±100 the full control effect; nearly all actives have a fitted effect of over 55% in size
#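 hPK-M2, >95% pure; 0.1 mM ADP / 0.5 mM PEP final; imidazole pH7.2 buffer w/ 7 mM MgCl2, 50 mM KCl; 1 h RT; Kinase-Glo lum. Intermediate enzyme activity for dual inhibitor/activator qHTS.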
# NPC1 prom act: NPC1 promoter activation; Huh7 NPC1 promoter luciferase reporter, 24 h; Potency, µM (series often up to 9.22 µM), for inactives: at the highest dose activation, usual class: activators; hit rate 2.4% among 320,000; AID 485313;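 further: potency means the concentration at half of the fitted maximal effect; % of control where 0% means no effect; nearly all actives have a fitted effect of over 60% in size; reporter is driven by a mutant NPC1 promoter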
#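 Luciferase expression driven by the NPC1 promoter was measured in stably transfected Huh7 cells after a 24 h compound incubation, using a luciferase reagent and a luminescence read.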
# * marks the source's active call; other numbers are inactive results; ? = inconclusive; . = not tested or not shown; [ ] = another dose, or the depositor's remark. Unless noted, the call rests on the fitted dose curve; in most records, active means well fitted curve in the direction sought with a large enough effect; inconclusive means small, poorly fitted or top-dose-only effect, or another doubt; inactive means no such curve, though single readings can be large; an effect the other way counts as inactive or inconclusive.
compound,MBNL1 CUG block,Gal4-VP16 FLuc,FLuc counter,Rab9 promoter act,KCNH2 3.1 block,ELG1 repair inh,RORgamma inh,Mito fusion act,NPC1 prom act,PKM2 activator,Menin-MLL TR inh
C=CCNC(=O)c1onc(CSc2cc(C)cc(C)c2)c1C(=O)NCC=C,-4%,0%,0%,-11%,.,?,1%,?,-12%,-2%,.
C/C(=N\NC(=O)COc1ccc(C)cc1C(C)C)c1ccc(-n2ccnc2)cc1,2%,?,1.9µM*,14%,-15,-16%,-18%,26%,6%,-2%,0%
O=[N+]([O-])c1cc(C(F)(F)F)ccc1NCCCN1CCOCC1,?,3%,-4%,-32%[inhibitor],-7,14%,25%,-1%,-3%,-4%,6%
COc1cc(OC)cc(C(=O)OCC(=O)N(C)c2ccccc2)c1,-2%,3%,0%,4%,26,-8%,20%,4%,3%,-10%,-9%
N#Cc1ccccc1/C=N/Nc1nc(-c2ccccc2)c2cc(Cl)ccc2n1,8%,1%,-1%,-4%,-17,0%,-30%,3%,-3%,2%,-20%
Cc1cccc(N=C2NC(=O)/C(=C/c3cccn3C)S2)c1,.,?,12µM*,14%,-15,-1%,?,18%,10%,-1%,.
COc1ccc(CN2CCCC(C(=O)N(C)Cc3ccccc3)C2)cc1OC (centres undefined),-3%,0%,0%,6%,-75*,-5%,-14%,1%,0%,6%,0%
Cc1ccc(Cn2c(SCC(=O)Nc3cccc(C)n3)nc3c2c(=O)n(C)c(=O)n3C)cc1,-4%,4%,5%,2%,.,1%,-8%,-4%,-1%,0%,5%
CCSc1nnc(NC(=O)C2CC(=O)N(Cc3ccc(C)cc3)C2)s1 (centres undefined),.,3%,-19%,-2%,-11,-10%,25%,5%,-3%,13%,?
Cc1cccc(NC(=O)CSCC(=O)N=c2sccn2C)c1,.,.,-5%,-2%,-2,-2%,.,-5%,6%,.,.
O=C(CSc1ccccc1C(=O)N1CCN(c2ccccc2)CC1)N1CCCC1,.,.,-19%,-2%,-3,15%,.,0%,-3%,.,.
O=C(NC1CC1)c1ccc2c(c1)S(=O)(=O)c1cc(Cl)ccc1C2=O,.,.,-1%,0%,.,11%,.,1%,-6%,.,.
NNC(=O)c1cc2ccccc2[nH]1,2%,2%,4%,4%,1,-20%,-33%,-5%,-12%,2%,0%
Fc1cccc(/C=N/NC(=S)Nc2ccccc2Cl)c1,-1%,1µM*,-19%,?,-6,?,0.71µM*,0%,?,7%,19%
Nc1ccn(CC(=O)N[C@H](CO)Cc2c[nH]c3ccccc23)c(=O)n1,.,.,4%,-1%,8,29%,.,-3%,-6%,.,.
O=C([C@H](O)c1ccccc1)N1CCC[C@H]1CO,-4%[11.5 µM],-5%,7%,1%,9,13%,-4%,-6%,-1%,-3%,0%
CC(=O)c1c(C)oc2ccc(NS(=O)(=O)c3ccc(O)c(C(=O)O)c3)cc12,-8%,-1%,0%,2%,10,20%,20%,-5%,-1%,19%,?
COC(=O)c1ccc(NC(=O)C2CC2)o1,-3%,5%,-3%,14%,6,8%,6%,4%,0%,3%,21%
CCN(C(=O)c1cccnc1)c1ccccc1,2%,6%,-2%,.,3,.,-1%,-4%,.,3%,-7%
CN(C)CCCN=Cc1c(O)n(Cc2ccccc2)c(=O)c2ccccc12,?,2%,-2%,-18%,-25,16%,-20%,0%,-2%,-2%,.
COc1ccc(NC(=S)NC(=O)c2cncc(Br)c2)c(OC)c1,-6%,?,-4%,-11%,-9,24%,2.5µM*,-5%,-1%,.,-11%
CSc1cccc(NC(=O)CSc2ccc(Cl)cc2)c1,-1%,12%,?,14%,5,19%,-12%,16%,11%,11%,?
COc1ccc(-c2cc(C(=O)Nc3ccc(Cl)cc3Cl)c3ccccc3n2)cc1OC,-6%,-5%,-2%,-8%,-2,?,22%,0%,-2%,0%,12%
O=C(/C=C/c1ccc(Cl)cc1)N1CCOCC1,19%,-12%,27µM*,?,6,?,-2%,-12%,?,2%[11.5 µM],17%
COCCCN1C(=O)C(O)=C(C(=O)c2ccc(C)o2)C1c1cccc(Br)c1 (centres undefined),25%,-3%,0%,0%,5,12%,-7%,-3%,2%,5%,38%[activator]
COCCn1c(SCC(=O)c2c[nH]c3ccccc23)nnc1-c1ccncc1,.,-1%,2%,1%,-5,0%,6%[10 µM],-1%,-4%,1%,-8%
COC(=O)c1sccc1NC(=O)c1ccccc1,.,27%,-2%,-3%,-5,13%,-23%,-5%,-5%,2%,0%
Cc1ccccc1-c1cccc(CN2CCN(C)C(CCO)C2)c1 (centres undefined),-1%,-12%,1%,0%,-1,-4%,37%[1.91 µM],-18%,1%,2%,-7%
CCNc1nc(NC(C)(C)C)nc(N2CCCC2)n1,0%,?,2%,-10%,2,-20%,-29%,-5%,-3%,-1%,-1%
Cc1cccc2nc(CSc3nc4[nH]ncc4c(=O)n3-c3ccccc3Cl)cc(=O)n12,?,1%,?,-9%,5,-20%,26%,-1%,0%,6%,2%
C=CCn1c(N2CCOCC2)nc2c1c(=O)[nH]c(=O)n2C,-8%,-13%,0%,-4%,-12,19%,-11%,1%,-2%,1%,-6%
CO/N=C/c1ccc(Sc2ccc(C)cc2)c([N+](=O)[O-])c1,-5%,0%,3%,4%,-6,12%,1%,1%,1%,-6%,-3%
O=C(CN1C(=O)C2CCCCC2C1=O)N1CCN(c2ccc(F)cc2)CC1 (centres undefined),-1%,-3%,1%,-5%,7,-5%,14%,4%,-1%,-3%,?
COC(=O)C(CC(C)C)NC(=O)c1cccs1 (centres undefined),-1%,8%,0%,2%,11,6%,-2%,3%,-3%,-1%,1%
O=C1CCC(C(=O)N(CCO)Cc2ccccc2)CN1CC1CCCCC1 (centres undefined),-5%,1%,3%,12%,-6,8%,18%,1%,2%,0%,2%
COc1cccc(Nc2nnc(SCC(=O)N3CCOCC3)s2)c1,-7%,0%,19µM*,15%,3,27%,-14%,-1%,12%,-9%,13%
CC1CCCCN1C/C=C/c1ccccc1[N+](=O)[O-] (centres undefined),?,-3%,1%,-7%,-2,-4%,-10%,-2%,-1%,2%,0%
O=C(CSc1cccc[n+]1[O-])Nc1ccc2c(c1)OCCO2,-10%,6%,-20%,11%,-11,?,43%,-24%,9%,10%,-3%
COc1ccc(C(=O)CC(=O)C(=O)Nc2ccc(C)cc2Cl)cc1,-8%,20%,-3%,0%,-2,-27%,-9%,2%,-5%,.,9%
COc1ccc(S(=O)(=O)NCC(=O)N(CC(=O)NCC2CCCO2)Cc2ccccc2)cc1 (centres undefined),-5%,8%,0%,-2%,-3,-6%,-26%,-5%,6%,.,-15%
CNC(=O)CSc1ncnc2c1cnn2-c1ccccc1,-8%,-4%,?,?,2,?,41%,-6%,15%,7%,0%
CCN(CC(=O)Nc1ccc2c(c1)OCCO2)CC(=O)Nc1ccc2c(c1)OCO2,-6%,-4%,-7%,1%,-12,?,25%,0%,-5%,3%,9%
Cc1cnc(NS(=O)(=O)c2ccccc2)c(Br)c1,-8%,-3%,3%,-6%,-11,7%,40%,1%,-4%,0%,.
CC1=CC(=C(C#N)C#N)c2ccccc2N1C,?,-12%,-7%,-3%,1,-27%,-9%,0%,-9%,1%,-10%
Cc1ccnc(N2CCCC(C(=O)Nc3ccc(C)c(C)c3)C2)n1 (centres undefined),64%[activator],1%,1%,-1%,-8,-22%,0%,4%,3%,.,.
CC(=O)c1ccc(NC(=O)CSc2ccc(-c3ccco3)nn2)cc1,21%,1%,?,0%,.,-6%,7%,-1%,0%,3%,.
CCOC(=O)C1=C(C)NC2=C(C(=O)C(C(=O)OCC)C(c3ccc(OC)cc3)C2)C1c1ccccn1 (centres undefined),15%,-2%,6%,17%,-2,-7%,5%,-1%,-9%,4%,14%
CC12CCC(c3c(C(=O)O)nn(-c4ccccc4)c31)C2(C)C (centres undefined),-5%,-6%,4%,1%,-7,0%,7%,-1%,0%,-4%,-2%
Cc1nc2nc(SCC(=O)NCCCN3CCCCCC3)nn2c(C)c1Cc1ccccc1Cl,-3%,0%,0%,-7%,0,-8%,-1%,7%,1%,.,.

# Compound activity (PubChem BioAssay)

# A portion of the library; count on the stated rates, not on these rows.
